Screens as filed in PubChem BioAssay.
MITF inh = MITF inhibitors, primary screen, biochemical, AlphaScreen, human | AlphaScreen MITF homodimerization, bead proximity signal | inhibition, % at 2.6 µM | Microphthalmia-associated transcription factor (Homo sapiens), O75030 | 0.91% of 650,000 active; in the data active = inhibition above about 50%;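 also: 0% = vehicle wells with protein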
Target sequence (O75030 whole entry, looked up): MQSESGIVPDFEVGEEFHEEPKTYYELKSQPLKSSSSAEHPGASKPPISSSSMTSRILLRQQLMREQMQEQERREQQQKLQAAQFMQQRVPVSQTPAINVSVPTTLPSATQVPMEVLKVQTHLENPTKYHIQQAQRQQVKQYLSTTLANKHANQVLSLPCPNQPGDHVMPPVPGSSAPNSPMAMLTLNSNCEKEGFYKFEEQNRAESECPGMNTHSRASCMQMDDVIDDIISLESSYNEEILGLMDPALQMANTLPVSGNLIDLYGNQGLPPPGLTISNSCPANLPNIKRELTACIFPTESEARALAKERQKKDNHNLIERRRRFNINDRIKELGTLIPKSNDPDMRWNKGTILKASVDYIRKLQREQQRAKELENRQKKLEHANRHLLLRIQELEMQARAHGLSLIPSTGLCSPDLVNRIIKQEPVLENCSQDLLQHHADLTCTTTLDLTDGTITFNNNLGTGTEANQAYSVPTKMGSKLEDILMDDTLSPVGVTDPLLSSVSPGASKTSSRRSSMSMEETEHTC
GPR151 activ = activators of human GPR151, primary screen, cell-based, PathHunter beta-arrestin, luminescence; activation, % at 11.2 µM; PathHunter beta-arrestin GPR151 cells; 1% of 650,000 active; G-protein coupled receptor 151 (Homo sapiens), Q8TDV0; in the data active = activation above about 4.9%;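 also: 0% = median of compound wells and 100% = cells with positive control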
Target sequence (Q8TDV0 whole entry, looked up): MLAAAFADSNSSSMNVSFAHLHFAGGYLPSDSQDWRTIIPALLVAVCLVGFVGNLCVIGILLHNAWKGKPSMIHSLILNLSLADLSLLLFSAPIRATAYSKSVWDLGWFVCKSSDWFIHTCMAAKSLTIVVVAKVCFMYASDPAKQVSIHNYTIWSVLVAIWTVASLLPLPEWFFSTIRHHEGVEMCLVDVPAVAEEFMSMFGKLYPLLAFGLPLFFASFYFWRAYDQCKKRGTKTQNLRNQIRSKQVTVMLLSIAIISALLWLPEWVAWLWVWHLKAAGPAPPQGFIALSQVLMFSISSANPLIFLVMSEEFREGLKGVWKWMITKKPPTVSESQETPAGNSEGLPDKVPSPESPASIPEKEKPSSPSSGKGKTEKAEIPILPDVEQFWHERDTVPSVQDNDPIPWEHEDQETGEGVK
TEAD-YAP inh = TEAD-YAP interaction inhibition, primary screen, TEAD-YAP interaction inhibitor project, luminescence, HEK-TIYL cells. inhibition, % at 9.12 µM. 1.4% of 640,000 active. TEAD-Gal4/YAP UAS-luciferase luminescence; in the data active = inhibition above about 32%;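 also: 0% = median of test compound wells and 100% = reference inhibitor wells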
FBW7 activator = FBW7 E3 ligase activators, primary screen, biochemical, AlphaScreen, human. 0.13% of 650,000 active. F-box/WD repeat-containing protein 7 (Homo sapiens), Q969H0. normalized activity (activation), % at 26.1 µM. AlphaScreen FBW7–phospho-cyclin E peptide binding, activator screen. AID 1259310, 2017; in the data active = normalized activity above about 1.9%;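 also: purified mutant Fbw7 with reduced substrate affinity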
* marks the source's active call; other numbers are inactive results.

SMILES	MITF inh	GPR151 activ	TEAD-YAP inh	FBW7 activator
O=[N+]([O-])c1cc(C(F)(F)F)ccc1N1CCCC(O)C1 (centres undefined)	8.0	2.1	-7.5	0.1
CC1(C)CC(=O)C(C=Nc2cc(C(=O)c3ccccc3)ccc2N)=C(O)C1	8.2	0.2	-6.5	0.0
Cc1nc(NC(=O)c2ccccc2F)sc1C(=O)O	17.9	-6.1	5.1	0.6
CCNC(=O)C1Cc2ccccc2N1C(=O)Nc1cccc(Cl)c1 (centres undefined)	-3.9	0.0	4.8	0.0
CCOC(=O)CC1=Nn2c(nnc2-c2ccc(C(C)(C)C)cc2)SC1	7.1	-0.6	6.6	0.1
Cc1ccc(NS(=O)(=O)c2cccc(S(=O)(=O)c3ccccc3)c2)cc1	-13.2	-0.9	-0.6	0.1
O=C(NCCO)c1cnc(N2CCN(c3ccccn3)CC2)s1	-7.1	0.5	-4.2	-0.2
Ic1ccccc1/C=N/Nc1nc2ccccc2[nH]1	-7.5	0.3	-42.6	0.0
O=C(Nc1ccc(C(=O)OCc2nnc(-c3ccccc3)o2)cc1)c1ccccc1	1.1	-0.2	1.8	0.0
CCCCNC(=O)/C(=C/c1ccc2c(c1)OCO2)NC(=O)c1ccc(Br)cc1	-8.7	-0.3	5.0	0.2
O=C(NCc1cccnc1)C1CC12CCN(Cc1ccc(F)cc1F)CC2 (centres undefined)	-11.3	0.1	-13.2	0.0
CC12C=CC(C3OCCO3)(O1)C1C(=O)N(c3ccc(Cl)cc3)C(=O)C12 (centres undefined)	5.2	6.4*	12.3	0.0
COc1cc(/C=C(/NC(=O)c2ccccc2)C(=O)Nc2cc(Cl)ccc2C)cc(OC)c1OC	-5.7	0.4	-4.4	-0.1
C/C=C(\C)C(=O)N1CCC(C2(C)NC(=O)N(Cc3ccsc3)C2=O)CC1 (centres undefined)	13.8	-0.8	8.6	-0.1
Cc1cc(O)c(C)c(O)c1/C=N\NC(=O)C1COc2cc3ccccc3cc2O1 (centres undefined)	-16.6	-0.4	3.9	0.1
CCCNC(=O)CCc1nc(-c2ccccc2OC)no1	-6.3	-2.4	-8.4	-0.2
CCc1c(C)nc(SCC(=O)Nc2nc3ccc(OC)cc3s2)[nH]c1=O	-2.6	-1.0	1.6	-0.1
CC(C)Oc1ccc(OCCSc2nc3ccccc3n2CC(=O)O)cc1	-5.4	0.8	0.2	0.7
O=C(Nc1c(F)cc(F)cc1Br)c1cnn2cccnc12	-5.4	-0.7	-0.1	-0.2
Cc1ccc(Nc2nnc(C)c(=O)[nH]2)cc1	21.7	-1.8	0.9	0.1

Full records, looked up by structure. Order of values: MITF inh, GPR151 activ, TEAD-YAP inh, FBW7 activator
Record of CCCNC(=O)CCc1nc(-c2ccccc2OC)no1 = -6.3, -2.4, -8.4, -0.2
Record of CCNC(=O)C1Cc2ccccc2N1C(=O)Nc1cccc(Cl)c1 (centres undefined) = -3.9, 0.0, 4.8, 0.0
Record of CCOC(=O)CC1=Nn2c(nnc2-c2ccc(C(C)(C)C)cc2)SC1 = 7.1, -0.6, 6.6, 0.1
Record of Cc1ccc(Nc2nnc(C)c(=O)[nH]2)cc1 = 21.7, -1.8, 0.9, 0.1

(further entries)
SMILES	MITF inh	GPR151 activ	TEAD-YAP inh	FBW7 activator
CCCCN1C(=O)c2ccc(C(=O)NC3=NCCS3)cc2C1=O	17.9	0.4	-9.5	0.2
CCN1CCN(C(c2cccc(OC)c2OC)c2nnnn2CCOC)CC1 (centres undefined)	8.6	1.3	-0.4	0.1
CC(=O)Nc1ccc(NC(=O)COC(=O)c2oc3ccc(Br)cc3c2C)cc1	-6.2	-1.8	1.4	0.0
c1ccc(-c2ccc(SCc3cccnc3)nn2)cc1	5.1	-1.8	-30.1	0.0
COc1ccc(-c2cc(C(=O)NCc3ccc4c(c3)OCO4)c3ccccc3n2)cc1OC	2.2	-0.1	17.4	-0.1
CCOC(=O)c1c(NC(=O)c2ccoc2C)sc2c1CCC(C(C)(C)C)C2 (centres undefined)	-3.4	0.9	-4.3	0.1
CCC/C(=N\OCC)C1=C(C(=O)OC)C(C)(C)CC1=O	-3.0	-0.1	-4.3	0.1
CN1CCN(P2(=O)C=C(c3ccccc3)SC(c3ccccc3)=C2)CC1	4.2	-0.6	2.2	0.0
CS(=O)(=O)c1ccc(-c2cnc3[nH]c(=O)n(C4CCCCC4)c3n2)cc1	6.3	0.5	11.1	0.1
COC(=O)c1ccc(/C=N/NC(=O)CNc2ccc(C)cc2)cc1	-6.5	-0.5	-2.2	0.0
c1ccc2[nH]c(-c3nc4ccccc4[nH]3)nc2c1	24.7	-10.0	-5.7	-0.1
CCOC(=S)SCc1cc(C(C)(C)C)c(O)c(C(C)(C)C)c1	5.6	2.0	9.7	0.1
O=C(CCc1ccccc1)NNC(=S)Nc1ccccc1	-14.3	-0.2	3.1	0.0
Cc1nn(C)c(C)c1-c1cccc(C(=O)NCCN(C(C)C)C(C)C)n1	-7.6	0.8	-11.5	-0.3
Cc1nnc(SCC(=O)N[C@@H](Cn2nc(-c3cccs3)ccc2=O)C(C)C)o1	1.0	3.5	1.6	0.2
C[n+]1ccccc1/C=C/c1cc(Br)ccc1O	5.2	1.0	6.4	0.0
CC1Cc2cc(S(=O)(=O)NCCC(=O)Nc3cccnc3)ccc2N1C(=O)C1CC1 (centres undefined)	2.9	-0.8	4.4	-0.1
O=C(NCc1ccccc1)N1CC2C=CC1C2 (centres undefined)	4.1	0.0	1.8	0.1
COc1ccc(C(=O)N2CCc3cc(OC)c(OC)cc3C2COc2ccc([N+](=O)[O-])cc2)cc1OC (centres undefined)	-2.2	-1.4	-13.0	-0.1
O=C(Nc1nc(-c2ccccc2)cs1)c1sc2ccccc2c1Cl	5.5	2.2	4.0	-0.7

Part of the list above, reformatted.
> CCOC(=O)c1c(NC(=O)c2ccoc2C)sc2c1CCC(C(C)(C)C)C2 (centres undefined)
  MITF inh = -3.4 | GPR151 activ = 0.9 | TEAD-YAP inh = -4.3 | FBW7 activator = 0.1

> CCC/C(=N\OCC)C1=C(C(=O)OC)C(C)(C)CC1=O
  MITF inh = -3.0 | GPR151 activ = -0.1 | TEAD-YAP inh = -4.3 | FBW7 activator = 0.1

> CN1CCN(P2(=O)C=C(c3ccccc3)SC(c3ccccc3)=C2)CC1
  MITF inh = 4.2 | GPR151 activ = -0.6 | TEAD-YAP inh = 2.2 | FBW7 activator = 0.0

Remaining list, next part:
SMILES	MITF inh	GPR151 activ	TEAD-YAP inh	FBW7 activator
Cc1cccc(C)c1OCC(=O)N/N=C/c1cccnc1	15.5	2.0	5.7	0.0
CCCCOc1cccc(C(=O)Nc2ccc(-c3nc4ncccc4o3)cc2)c1	-9.4	-0.4	-3.4	-0.1
Cc1ccc(C)c(N2CCN(S(=O)(=O)c3ccc4[nH]c(=O)c(=O)[nH]c4c3)CC2)c1	2.2	-0.9	12.6	0.3
COc1ccc(-c2csc(=Nc3ccc(F)cc3)n2CCO)cc1F	17.1	1.3	-28.4	0.2
COc1cc(-c2ccc(SC)cc2)cc2c1OCCN(C1CCN(C(C)=O)CC1)C2	0.3	0.1	6.4	0.0
COc1ccc(C(O)c2cnc(C(C)C)n2C)cc1 (centres undefined)	-12.8	1.6	5.8	-0.2
CC(C)c1ccc(N(C)S(=O)(=O)c2ccc3[nH]cc(C(=O)NC4CCCC4)c(=O)c3c2)cc1	-12.3	-0.6	5.5	-0.2
Clc1cc(N2CCOCC2)c(Cl)nn1	8.7	-1.1	7.2	0.0
CCN(CC)C(=O)CSc1nc2ccccc2n1S(=O)(=O)c1ccc(Br)cc1	-1.6	-0.4	-4.0	-0.1
C=CCNC(=O)Nc1ccc(Cl)cc1	-13.1	0.0	-13.3	-0.1
Cc1sc2ccc3sccc3c2[n+]1C	-0.4	0.8	5.6	0.0
O=C(Nc1ccc(O)c(-c2nc3ccccc3s2)c1)c1ccc(C(=O)c2ccccc2)cc1	3.9	1.4	10.5	0.0
CC12CCC(C(=O)NC3CCCCC3)(C(=O)C1=O)C2(C)C (centres undefined)	3.2	-0.7	-0.1	0.0
COCCNC(=O)NC(=O)CSc1cc(C)c(C#N)c2nc3ccccc3n12	-9.7	1.8	-5.1	0.0
N#Cc1ccccc1OCC(=O)N/N=C/c1c(Cl)cccc1Cl	3.4	0.2	-0.8	0.8
CC1=C(C(=O)NCc2ccccc2F)C2(CCCCC2)OC1=O	-4.5	-0.4	1.9	0.0
O=C(CC(NCCOCCO)C(=O)O)Nc1cccc(Cl)c1 (centres undefined)	0.3	1.5	-1.7	-0.1
C=CCOc1ccc(/C(O)=C2/C(=O)C(=O)N(Cc3cccnc3)C2c2ccc(OC)c(OC)c2)cc1C (centres undefined)	1.7	0.1	2.3	0.4
COc1cccc(NC(=O)c2ccc(-c3cc(OC)c(OC)c(OC)c3)nc2N(C)C)c1	15.7	1.5	-0.3	0.2
Cc1oc(-c2cccc(Cl)c2)nc1CN1CCCC(C(=O)NC2CCCC2)C1 (centres undefined)	-21.8	-1.0	-0.9	0.4
O=C(NCc1cccc(C(F)(F)F)c1)c1csc(Nc2ccc(N3CCOCC3)cc2)n1	22.1	2.6	51.4*	0.1
CCC1CN(CC(=O)N2CCN(CC(=O)N(C)C)CC2)Cc2ccc(Cl)cc2O1 (centres undefined)	5.9	1.5	-0.9	-0.1
O=C(CN1C(=O)C2C3CC(c4ccccc4)C(C3)C2C1=O)Nc1ccc(Cl)cc1Cl (centres undefined)	-3.9	-0.1	-7.0	-0.1
N#C/C(=C/c1ccc(N2CCOCC2)o1)c1ccc(Cl)cc1	-4.0	0.6	5.8	-0.3
COC(=O)c1cc(CNC(=O)C2CCOC(C)(C)C2)cc(NC(=O)Cc2ccsc2)c1 (centres undefined)	-1.4	-0.5	1.3	0.1
Cc1ccccc1OCC(=O)Nc1cccc([N+](=O)[O-])c1C	-2.2	1.8	-17.9	-0.1
COC(=O)c1ccc(CNC2CCN(c3ccc(C(=O)N4CCOCC4)cc3)CC2)cc1	11.3	-1.7	6.1	0.8
O=C1CCCCN1c1cccc(NS(=O)(=O)c2ccc3c(c2)OCCO3)c1	-12.0	-0.7	1.1	-0.6
CC(C#N)OC(=O)c1cc(S(=O)(=O)N2CCCCC2)ccc1Cl (centres undefined)	-2.7	-0.7	9.8	0.1
CCOc1ccc(CCn2c3c(c(=O)[nH]c2=O)C(C(F)(F)F)(C(F)(F)F)N=C(c2cccc(F)c2)N3)cc1OCC	-9.1	1.3	-6.0	0.1
CC(=O)CSc1nnc(CNc2ccc(F)cc2)o1	6.2	-0.4	-16.7	-0.1
CCOC(=O)N1CCN(C(=O)CCSCCc2ccncc2)CC1	-6.3	-1.2	3.0	0.1
CCC(=O)Nc1nnc(SCC(=O)Nc2ccc(OC(F)(F)F)cc2)s1	-2.2	1.1	-1.8	0.3
COc1cc(NC(=O)c2ccc3c(c2)C(=O)N(c2cccc(C)c2C)C3=O)c(C(=O)O)cc1OC	-2.6	1.4	1.5	-0.1
CC(c1ccon1)N(C)C(=O)CCc1nnc(CCC2CCCCC2)o1 (centres undefined)	9.6	-2.0	-50.7	-0.1
O=C(Nc1ccc(Cc2ccncc2)cc1)C1CCC(N2C(=O)C3CC=CCC3C2=O)CC1 (centres undefined)	9.1	-0.8	2.8	-0.1
CN(Cc1ccccn1)C(=O)CC1C(=O)NCCN1Cc1cccc(Oc2ccccc2)c1 (centres undefined)	16.3	-0.3	-0.6	0.1
CCOC(=O)c1c(-c2ccccc2)oc2ccc(N(C(C)=O)S(=O)(=O)c3cccc([N+](=O)[O-])c3)cc12	9.8	0.3	6.3	0.0
O=C(CCCn1c(=S)[nH]c2ccsc2c1=O)NCCc1ccc(Cl)cc1	-4.6	0.0	11.6	0.0
CCOc1ccc(-n2nc(C(=O)N3CCC4(CC3)OCCO4)c3ccccc3c2=O)cc1	2.8	-0.7	11.2	0.1
COc1ccc(C(=O)OCCN(C2=NS(=O)(=O)c3ccccc32)c2ccccc2)cc1OC	3.2	0.7	-0.7	0.2
CCCCN(CC)C(=O)Cn1ncc2c(=O)oc3ccc(C)cc3c21	-1.8	0.1	-3.1	0.9
O=C1N[C@@H](COCc2ccccc2)C(=O)N2C[C@@H](NCc3nc(-c4ccc(F)cc4)cs3)C[C@@H]12	-16.9	1.1	-13.7	0.1
Cc1ccc(N2C(=O)CSC2c2ccc([N+](=O)[O-])cc2)cc1Cl (centres undefined)	1.9	1.8	0.1	-0.7
CCOc1ccc(NC(=O)CSc2nnc(Cn3cnc([N+](=O)[O-])n3)n2CC)cc1	-15.6	0.0	12.6	-0.1
COCC(=O)NC1CCN(C(=S)Nc2ccc(Cl)cc2)CC1	3.3	7.4*	-0.1	0.0
COc1ccc(CN2CCC3(CC2)c2ccccc2[C@@H](NC(=O)CSC)[C@@H]3OC)cc1	5.1	-0.4	-4.3	-0.1
COC(=O)c1ccc(C(C2=C(O)CC(C)(C)CC2=O)C2=C(O)CC(C)(C)CC2=O)cc1	6.7	0.2	2.6	-0.5
Cn1c(=O)c2c(nc(SCC(=O)O)n2Cc2ccc(Cl)cc2)n(C)c1=O	-9.6	1.1	-5.1	0.0
COc1ccc(C(=O)COC(=O)CCn2nnc3ccccc32)cc1Br	0.6	-0.1	4.3	-0.1
